TexasRed fluor – Texas Red fluorescence interference in TRb-SRC2 counter-screen; Potency, µM (highest dose often 106 µM), for the others: at the highest dose fluorescence change, negative = quenching; 280,000 compounds, 0.29% hits; TRb/SRC2 Texas Red total fluorescence interference; active = well fitted curve in either direction with a large enough effect
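Human TRβ ligand-binding domain (0.6 uM) and Texas Red SRC2 peptide (20 nM) in Tris buffer with 1 uM T3 and 5% DMSO were incubated with pinned compound for 5 hr at ambient temperature. Total fluorescence was computed as S + 2P (555/632 nm).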
TRb-SRC2 inh – TRbeta-SRC2 interaction inhibition; 280,000 compounds, 0.065% hits; AID 1469; P10828; TRbeta-SRC2 peptide binding, fluorescence polarization; receptor liganded with 1 µM T3; Potency, µM (highest dose often 106 µM), for the others: at the top dose activity change, negative = inhibition, hits mostly inhibitors; active = well fitted inhibition curve with a large enough effect;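 also: plate controls were bound peptide for no effect and peptide without receptor for full effect; nearly all actives have a fitted effect of over 50% in size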
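TRb LBD 0.6 uM + Texas Red SRC2 peptide 20 nM, 1 uM T3, Tris buffer w/ 5% DMSO; compound pinned, 5 h RT; FP read ex 555/em 632; normalized to unbound and bound controls.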
* marks the source's active call; other numbers are inactive results; [ ] = remark or other dose. Unless noted, % is scaled to controls: 0 for no effect and ±100 for the full control effect; potency is read from the fitted curve at half-maximal effect. This is a subset (hit frequency here may not be typical).

Order of values: TexasRed fluor	TRb-SRC2 inh
> Cc1c(C(=O)NCCO)[n+](=O)c2ccccc2n1[O-]
    1%[201 µM]	5%[201 µM]
> Cc1cc(NS(=O)(=O)c2ccc(N)cc2)nc(C)n1
    -2%	-7%
> O=C(O)c1ccc[n+]([O-])c1
    -2%	4%
> OC(C#CCN1CCCC1)(c1ccccc1)c1ccccc1
    -2%	-3%
> Cc1nc(-c2ccc(Cl)cc2)oc1COC(C)(C)C(=O)O
    0%	6%
> CCC1Nc2cc(Cl)c(S(N)(=O)=O)cc2S(=O)(=O)N1 (centres undefined)
    -1%	3%
> CC(O)CN(C)C (centres undefined)
    -2%	10%
> Cc1oc(=O)oc1CN1CCN(c2cc3c(cc2F)c(=O)c(C(=O)O)c2n3C(C)S2)CC1 (centres undefined)
    -1%	10%

Quoted from the listing:
TRb-SRC2 inh with O=C(O)c1ccc[n+]([O-])c1 is entered as 4%
TexasRed fluor with CCC1Nc2cc(Cl)c(S(N)(=O)=O)cc2S(=O)(=O)N1 (centres undefined) is entered as -1%
TRb-SRC2 inh with Cc1c(C(=O)NCCO)[n+](=O)c2ccccc2n1[O-] is entered as 5%[201 µM]
TRb-SRC2 inh with CC(O)CN(C)C (centres undefined) is entered as 10%

One compound at a time, as listed above:
OC(C#CCN1CCCC1)(c1ccccc1)c1ccccc1 is listed as TexasRed fluor: -2%; TRb-SRC2 inh: -3%
Cc1c(C(=O)NCCO)[n+](=O)c2ccccc2n1[O-] is listed as TexasRed fluor: 1%[201 µM]; TRb-SRC2 inh: 5%[201 µM]

Source: PubChem
